UBC13 inh – human UBC13 polyubiquitination inhibition; UBC13 polyubiquitin chain formation, TR-FRET; inhibition, % at 20 µM; actives 0.47% (n = 330,000); in the data active means inhibition above about 45%, passing the limit was not always enough
PfGluPho inh – PfG6PD (Plasmodium falciparum) enzyme inhibition | inhibition, % at 20 µM | PfGluPho enzyme, NADPH resazurin-diaphorase fluorescence | AID 504690 | actives 0.78% (n = 350,000);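 active means inhibition reaching at least a set limit at 20 µM in the primary screen, cut at about 59% in these data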;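 further: 0% = DMSO wells with substrate and 100% = DMSO wells lacking glucose-6-phosphate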
SENP7 inh – SENP7 protease inhibition. Q9BQF6. recombinant SENP7, Z-RLRGG-aminoluciferin luminescence, 40 min. inhibition, % at 5 µM. actives 1.5% (n = 330,000). AID 434973;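 active means inhibition above about 50% at the single test dose, limit read from the data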;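 further: plate controls were DMSO with enzyme for no effect and no enzyme buffer wells for full effect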
HKDC1 inhibitor – HKDC1 (human) hexokinase inhibition; Q2TB90; recombinant HKDC1, G6PDH/diaphorase resazurin coupled fluorescence; inhibition, % at 20 µM; actives 0.16% (n = 340,000);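 active means inhibition above about 35% when tested at 20 µM, limit read from the data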;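 further: plate controls were DMSO wells with enzyme for no effect and DMSO wells lacking enzyme for full effect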
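Incubation: 90 min at room temperature in dark / Material: recombinant HKDC1 (HK5) hexokinase enzyme, produced in-house / Quantity: enzyme 5 µg/mL final / Compound: one dose of 20 µM, 1% DMSO / Reagent: glucose and ATP substrates / Buffer or medium: Tris pH 8.0 buffer with MgCl2, Tween-20, BSA, BME / Technique: resorufin fluorescence at 613 nm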
SENP6 inh – blocks the human protease SENP6; Q9GZR1; Recombinant SENP6 catalytic domain, aminoluciferin luminescence; inhibition, % at 10 µM; actives 1.8% (n = 330,000);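 active means inhibition above about 50% at the single tested dose, limit read from the data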;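 further: plate controls were DMSO wells with enzyme for no effect and DMSO wells lacking enzyme for full effect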
Target sequence (Q9GZR1 628-1112 limits assumed): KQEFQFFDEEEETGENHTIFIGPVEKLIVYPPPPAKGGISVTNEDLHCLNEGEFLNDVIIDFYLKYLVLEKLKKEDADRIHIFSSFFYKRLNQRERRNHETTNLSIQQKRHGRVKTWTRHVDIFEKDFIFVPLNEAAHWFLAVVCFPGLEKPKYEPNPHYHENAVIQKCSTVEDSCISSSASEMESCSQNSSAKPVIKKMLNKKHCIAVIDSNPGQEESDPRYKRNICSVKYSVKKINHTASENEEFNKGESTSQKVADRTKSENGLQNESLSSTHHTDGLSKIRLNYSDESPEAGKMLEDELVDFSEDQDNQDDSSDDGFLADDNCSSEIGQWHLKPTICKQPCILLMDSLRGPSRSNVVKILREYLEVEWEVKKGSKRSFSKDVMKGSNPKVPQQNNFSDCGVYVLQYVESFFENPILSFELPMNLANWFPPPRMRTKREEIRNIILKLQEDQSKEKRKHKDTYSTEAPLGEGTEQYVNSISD
SENP8 block-1 – blocks the human protease SENP8 | purified SENP8, Z-RLRGG-aminoluciferin cleavage, luminescence | inhibition, % at 10 µM | actives 1.2% (n = 330,000) | AID 2540; in the data active means inhibition above about 50%
Target sequence (Q96LD8 whole entry, looked up): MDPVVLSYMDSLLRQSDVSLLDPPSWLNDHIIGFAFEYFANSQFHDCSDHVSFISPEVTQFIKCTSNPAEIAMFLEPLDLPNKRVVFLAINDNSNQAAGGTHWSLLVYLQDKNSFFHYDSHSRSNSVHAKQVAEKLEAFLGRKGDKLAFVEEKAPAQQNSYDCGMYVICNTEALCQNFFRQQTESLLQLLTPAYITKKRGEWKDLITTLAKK
beta cell repl – inducers of beta-cell replication in MIN6 cells; actives 0.29% (n = 330,000); MIN6 cells proliferation, ATPlite luminescence, 48 h; cells starved in 0.2% serum; 100% = growth in 10% serum; proliferation, % at 10 µM;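 active means compounds whose signal lies at least 3.5 SD above the mean of all wells on their plate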;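 further: 0% = DMSO-treated cells in low-serum medium and 100% = 10% serum control; some compounds called inactive have numbers as strong as hits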
SENP1 inh – SENP1 (human) catalytic domain inhibition | recombinant SENP1 catalytic domain, CyPet-SUMO1-YPet FRET cleavage | inhibition, % at 10 µM | actives 0.21% (n = 360,000) | AID 624204;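 active means inhibition at least 30% at 10 µM, raw YFP signal under a set limit, fluorescence ratio 0.5 to 1.5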;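 further: 0% = enzyme with DMSO and 100% = no enzyme wells; some results filed as inactive read as strong as hits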
Target sequence (Q9P0U3 419-644 limits assumed): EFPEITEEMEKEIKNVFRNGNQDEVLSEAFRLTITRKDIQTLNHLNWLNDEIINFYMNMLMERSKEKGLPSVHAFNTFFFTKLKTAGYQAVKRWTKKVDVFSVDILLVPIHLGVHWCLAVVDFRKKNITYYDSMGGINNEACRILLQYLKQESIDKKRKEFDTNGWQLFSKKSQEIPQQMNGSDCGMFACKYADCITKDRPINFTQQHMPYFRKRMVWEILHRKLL
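Assay system – human recombinant His6-tagged SENP1 catalytic domain enzyme · Input – SENP1 enzyme, 20 pM final · Buffer or medium – Tris pH 8 buffer plus EDTA, NaCl, BME, BSA, NP40, catalase · Schedule – 50 min reaction at room temperature · Technique – FRET read of cyan and yellow fluorescence · Control set – no-enzyme wells low, DMSO-plus-enzyme wells high control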
SENP8 block-2 – SENP8 (human) protease inhibition | recombinant SENP8, Nedd8 substrate fluorescence | inhibition, % at 20 µM | actives 0.64% (n = 360,000) | AID 602440; in the data active means inhibition mostly above about 40%, no sharp cut-off; inactive means mostly below about 27%
Numbers without * were called inactive; . = no result given. These rows are one share of the data. The share of hits here may be higher or lower than overall.

Compound	UBC13 inh	PfGluPho inh	SENP7 inh	HKDC1 inhibitor	SENP6 inh	SENP8 block-1	beta cell repl	SENP1 inh	SENP8 block-2
CC(C)OC(=O)C1C2c3ccccc3C(c3ccccc32)C1C(=O)O (stereo not drawn)	-1	-5	6	-3	10	-1	-3	3	13
CCCC1(CCC)C(=O)NC(=Nc2ccccc2)NC1=O	4	-1	2	-8	-20	-4	-3	6	10
C[C@]12CCC3C(CC[C@H]4C[C@@H](O)CC[C@]34C)C1CCC2=O (stereo partly drawn)	11	-1	-2	-1	7	4	-3	1	6
NCCc1ccc(S(N)(=O)=O)cc1	-6	-3	-1	-2	-9	-8	0	3	22
CCOc1cc(CNCCc2c[nH]c3ccccc23)cc(Cl)c1OC	9	2	11	-3	-18	3	-7	-1	20
CN1CC(C(=O)c2ccc(Cl)cc2)C(c2ccc(N(C)C)cc2)C1 (stereo not drawn)	11	-3	-1	-5	1	1	0	0	17
CCCCc1ccc(NC2=NCCCS2)cc1	15	4	4	-2	-8	-1	-4	-1	12
CC(=O)C1(c2ccccc2)CCN(C(=O)C2CCC(=O)N(CCc3cccc(F)c3)C2)CC1 (stereo not drawn)	-4	-2	2	-5	-2	12	0	-1	14
CCC(C)C1(CC)C(=O)NC(=O)N=C1N (stereo not drawn)	2	1	5	-3	-2	3	1	1	17
CC[N+](C)(CC)CCCOC(=O)C(O)(c1ccccc1)C1CCCCC1 (stereo not drawn)	7	17	4	5	-6	6	1	2	16
Cc1nc2cc(-c3ccc(Cl)cc3)nn2c(C)c1CCC(=O)N1CCC2(CC1)OCCO2	.	16	.	-1	.	.	.	1	-307
Cc1ccc(C2=NC(C)(C)N3C2C3c2ccc([N+](=O)[O-])cc2)cc1 (stereo not drawn)	-16	38	2	-2	-14	-3	0	5	8
C[C@H]1C[C@@H](C)C(=O)[C@@H]([C@H](O)CC2CC(=O)NC(=O)C2)C1	1	1	2	-5	8	-2	-5	-1	3
O=C1/C(=C\c2cc3c(cc2Cl)OCO3)N2CCC1CC2	-20	0	-3	-7	6	-12	-5	17	7
COc1ccc(CCNCc2ccccc2F)cc1	0	6	-3	-8	-27	-2	2	1	21
CC1CCN(CC#CCOc2ccc(Cl)cc2)CC1	5	31	1	-2	5	1	4	2	13
O=c1oc2ccccc2c(O)c1C(c1ccccn1)c1c(O)c2ccccc2oc1=O	-8	-3	9	-5	-20	7	8.0*	2	3
COc1ccc(C(C)=O)cc1CC(C(=O)c1ccc(C)cc1)N(C)C (stereo not drawn)	9	-8	0	-6	17	3	-2	1	5
CCCCN1C(=O)NC(=O)C2(Cc3c(nc4c(C)cccn4c3=O)N3CCc4ccccc4C32)C1=O (stereo not drawn)	5	-12	12	13	5	6	-6	0	-148
CCCNC(=O)N1[C@H]2CC[C@@H]1C(C(=O)OC)=C(c1ccc(F)cc1F)C2	4	4	3	-1	3	5	-3	3	8
O=c1c2ccccc2nc(-c2ccccc2)n1-c1nccs1	-5	0	1	-13	8	-7	1	1	-61
CCC(C)N1CCN(C(=O)Cc2ccccc2)CC1 (stereo not drawn)	4	-11	-1	-3	-2	-1	0	1	17
CCOC(=O)CN1C(=O)C2(C(C#N)=C(N)Oc3ccccc32)C(C(=O)OC)=C1C (stereo not drawn)	-4	9	0	-5	-26	-2	0	0	12
CC12CN3CCN(CC(C3)C1O)C2 (stereo not drawn)	8	2	-1	-8	2	-7	-4	1	18
C[N+](C)(N)CCOC(=O)C(O)(c1ccccc1)C1CCCCC1 (stereo not drawn)	-2	-5	0	-7	-2	1	-2	3	8
CC(=NCC1CCCO1)c1c(O)n(Cc2ccccc2)c(=O)[nH]c1=O (stereo not drawn)	4	5	3	-1	-6	-6	0	-6	-7
CCC1=Nc2cc(C(=O)N3CCC4(CC3)OCCO4)ccc2Sc2ccc(Br)cc21	-4	25	-18	3	-9	-7	-4	-3	17
C[n+]1c(-c2ccccc2)cc(-c2ccc(O)cc2)cc1-c1ccccc1	-7	-2	5	4	-3	-2	-3	1	-305
Cc1ccccc1NC(=O)CCl	0	2	2	-7	-2	8	-5	2	26
COCCCNC(=O)c1c(NC(=O)c2ccco2)n(Cc2ccccc2)c2nc3ccccc3nc12	20	25	21	8	34	3	-3	-50	-416
CCOP(=O)(OCC)OCC	-2	3	-10	-6	-21	-3	4	0	4
CCn1c(O)c(C=NCc2ccccc2)c(=O)[nH]c1=S	6	-2	-1	-5	-2	5	1	2	13
CCCCCn1c(=O)c(C(=O)Nc2ccccc2C)c(O)c2ccccc21	5	7	-20	-2	-26	-4	-4	-2	-24
CN1CCC(O)(c2ccccc2)C2CCCC21 (stereo not drawn)	0	-7	-11	-9	4	-9	-3	1	5
COc1ccc(CNC(=O)/C=C/c2ccc3[nH]cc(CCN(C)C)c3c2)cc1	14	1	-1	0	-6	-6	-5	-1	-296
O=C1NC(=O)C(CCc2ccncc2)(Cc2cccc(Cl)c2Cl)C(=O)N1c1ccc(Br)cc1 (stereo not drawn)	4	-6	-1	-4	-13	2	-1	-1	11
CCCCCn1c(=O)c(C(=O)Nc2cccc(C)c2)c(O)c2ccccc21	3	-1	11	5	14	-1	-3	1	-41
Cc1ccc(OCC(=O)Nc2ccc(Cl)cc2C(=O)c2ccccc2)cc1	3	5	-3	-4	-3	1	-2	0	18
O=C(Cc1ccccc1)N1CCN(CC2CC=CCC2)CC1 (stereo not drawn)	2	-9	10	4	-6	-5	0	-1	11
CC1OC(NCCc2ccccc2)C(O)C(O)C1O (stereo not drawn)	2	-22	6	5	8	0	0	1	29
CNC(=O)Oc1ccccc1C1CCCCC1	.	-5	.	-4	.	.	.	2	6
Cc1c(C(=O)C(=O)N2CCOCC2)c2ccccc2n1Cc1ccccc1	-7	2	10	-1	-11	-2	1	-2	13
O=C(OC1CCN(CCCl)CC1)C(c1ccccc1)c1ccccc1	16	-4	1	0	-6	6	-5	-1	12
O=C(c1cccc(C(F)(F)F)c1)C1CCCN(Cc2ccccc2O)C1 (stereo not drawn)	9	-12	7	-1	-13	2	-4	1	12
CCNCC1(c2ccc(OC)c(OC)c2)CCCC1	1	-5	1	-4	-10	-9	3	-67	-5
Cn1cc(C(=O)OCC(=O)N2CCCCC2)c2ccccc21	10	2	9	-5	-6	2	-4	2	-4
O=C1C2CCCN2C(c2cccnc2)N1c1ccc(Cl)c(Cl)c1 (stereo not drawn)	3	18	8	0	14	1	0	1	16
CCC(=NCc1cccnc1)c1c(O)n(Cc2ccccc2)c(=O)[nH]c1=O	-2	14	-8	-2	-5	-7	0	1	12
COc1cccc(-n2c(CN3CCN(C)CC3)nc3ccc([N+](=O)[O-])cc3c2=O)c1	-6	10	-6	4	-8	-6	0	-2	24
CCOP(=O)(CCP(=O)(OCC)OCC)OCC.C[CH2][Sn]([Cl])([Cl])[CH2]C	.	13	.	5	.	.	.	3	5
COc1cc(/C=C2\C(=O)NC(=O)N(c3ccccc3)C2=O)c([N+](=O)[O-])cc1OC	.	31	.	-1	.	.	.	-23	-42
O=C(c1c[nH]cc1-c1ccccc1)c1cccc2ccccc12	1	36	8	5	7	3	-4	3	46*
CC12CCC3C(CCC4CC(=O)C(C(O)C(F)(F)F)CC43C)C1CCC2O (stereo not drawn)	.	0	.	-3	.	.	.	2	10
CC(=O)Nc1ccc2c(c1)CC1(C(=O)N(C)C(=O)N(C)C1=O)C1CCCN21 (stereo not drawn)	-19	26	-1	13	4	4	2	12	-5
CC[C@@]1(O)C(=O)OCc2c1cc1n(c2=O)Cc2cc3c(NC(=O)CN)cccc3nc2-1	0	0	2	14	19	4	-3	-38	-294
COC(=O)C1=C(c2ccc(OC(F)(F)F)cc2)C[C@@H]2CC[C@H]1N2C(=O)NCCOc1ccc(OC)cc1	2	20	3	1	-1	1	-5	-1	12
O=C1NC2NC(=O)N([N+](=O)[O-])C2N1 (stereo not drawn)	2	3	0	3	4	4	0	3	20
Cc1cc(OCC(=O)N2CCCN(C)CC2)ccc1Cl	11	3	-5	-2	2	-3	-1	1	10
NS(=O)(=O)OC(CCc1ccccc1)C(Cl)(Cl)Cl (stereo not drawn)	-7	-2	4	-1	-7	-8	-5	1	2
N#CC(c1cccnc1)N1CCOCC1 (stereo not drawn)	2	-4	-4	-5	13	-9	2	0	2

(more compounds)
Compound	UBC13 inh	PfGluPho inh	SENP7 inh	HKDC1 inhibitor	SENP6 inh	SENP8 block-1	beta cell repl	SENP1 inh	SENP8 block-2
COC(=O)C(C)Oc1cc(C)cc2oc(=O)c3c(c12)CCC3 (stereo not drawn)	16	-25	0	-2	1	4	3	1	-278
Clc1cccc(CN2CCCCC2c2cccnc2)c1 (stereo not drawn)	2	3	12	14	-8	-4	1	0	4
O=C(O)c1cccc(NC(=O)N2C[C@H]3C[C@@H](C2)c2cccc(=O)n2C3)c1	3	0	-6	-4	-14	-10	-4	0	13
C=CCn1c(O)c(C(CC)=NCCc2c[nH]c3ccccc23)c(=O)[nH]c1=O	11	20	-2	1	-11	-1	0	1	1
Cc1ccccc1-n1c(O)c(/C=N/NC(=O)c2ccncc2)c(=O)[nH]c1=O	15	4	2	-7	-2	7	1	-47	-128
CSc1ccccc1C(=O)C1CCCN(Cc2ccccn2)C1 (stereo not drawn)	17	-12	-2	-4	-14	-4	-3	-8	6
Cc1ccc(CS(=O)(=O)Cc2ccc(C(=O)N3CCC4(CC3)OCCO4)o2)cc1	-2	-14	5	-9	2	-4	-1	1	0
O=C1CN=C(c2ccccc2F)c2cc(Cl)ccc2N1	-9	8	-6	-7	-26	-6	0	1	11
O=C1CC(=O)N(c2ccc(Cl)cc2Cl)C(=O)N1	-3	-17	5	-4	-2	-3	5	-16	3
COc1ccc(OC)c(C(O)C2CCCCN2)c1 (stereo not drawn)	1	-11	2	-5	7	-3	0	2	16
CO[C@H]1C=C2CCN(C)[C@H]2C2c3cc4c(cc3C(=O)O[C@@H]21)OCO4 (stereo partly drawn)	6	-12	11	-6	1	5	-1	-1	-22
CCCC1C(C#N)=C(N)Oc2c1c(=O)oc1ccccc21 (stereo not drawn)	2	-1	6	-4	0	-6	-2	-2	-49
O/N=C/c1c[nH]c2ccccc12	9	-1	-2	-7	-8	-4	0	-1	26

Some of the entries above in another layout:
Every second line gives: UBC13 inh | PfGluPho inh | SENP7 inh | HKDC1 inhibitor | SENP6 inh | SENP8 block-1 | beta cell repl | SENP1 inh | SENP8 block-2
O/N=C/c1c[nH]c2ccccc12
 : 9 | -1 | -2 | -7 | -8 | -4 | 0 | -1 | 26
C=CCn1c(O)c(C(CC)=NCCc2c[nH]c3ccccc23)c(=O)[nH]c1=O
 : 11 | 20 | -2 | 1 | -11 | -1 | 0 | 1 | 1
Clc1cccc(CN2CCCCC2c2cccnc2)c1 (stereo not drawn)
 : 2 | 3 | 12 | 14 | -8 | -4 | 1 | 0 | 4
Cc1ccc(CS(=O)(=O)Cc2ccc(C(=O)N3CCC4(CC3)OCCO4)o2)cc1
 : -2 | -14 | 5 | -9 | 2 | -4 | -1 | 1 | 0

Screening results (PubChem BioAssay)
